M1 antag – antagonists of human M1 muscarinic receptor | P11229 | CHO-K1 hM1, Fluo-8 calcium fluorescence, ACh EC80 antagonist | inhibition, % at 3 µM | 360,000 compounds, 1.3% hits | AID 588852;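 active means percent inhibition above its own plate's cutoff, namely the mean of that plate's compound wells plus 3 SD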;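 further: peak over basal fluorescence ratio during 140 s after agonist addition; 0% = ACh EC80 plus DMSO and 100% = DMSO alone without agonist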
CHO parental Ca – counter-screen: ATP calcium response change in parental CHO cells | parental CHO-K1, ATP-induced calcium, Fluo-8 fluorescence | inhibition, % at 5.6 µM | 330,000 compounds, 0.63% hits | AID 463079;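 active means inhibition above that plate's mean sample inhibition plus 3 SD, cut at about 26% in these data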;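 further: 0% = ATP-challenged DMSO wells and 100% = DMSO wells without ATP; some compounds past the cut are filed as inactive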
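Test system: untransfected parental CHO cell line. Compound: one dose, 5.6 µM nominal. Detection: intracellular calcium via Fluo-8 no-wash fluorescent dye. Measure: % inhibition. Benchmarks: ATP-challenged DMSO wells low, unchallenged DMSO wells high.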
M1 PAM – human CHRM1 positive allosteric modulation | 360,000 compounds, 0.088% hits | P11229 | activation, % at 3 µM | CHO-K1 hM1, Fluo-8 calcium fluorescence, ACh EC20; 0% = ACh EC20, 100% = maximal ACh | AID 588819; in the data active means activation above about 19%, passing the limit was not always enough
OXTR potentiator – potentiators of human oxytocin receptor; 320,000 compounds, 0.061% hits; CHO-OTR cells, Fluo-8 calcium fluorescence, potentiator mode; 0% = oxytocin EC15, 100% = EC100; activation, % at 3 µM;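 active means activation above that plate's cutoff, the mean activation of tested compounds plus 3 SD, cut at about 6.6% in these data, passing the limit was not always enough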;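 further: 100% uses oxytocin at 75 nM as the full agonist control; some results filed as inactive read as strong as hits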
Target sequence (P30559 whole entry, looked up): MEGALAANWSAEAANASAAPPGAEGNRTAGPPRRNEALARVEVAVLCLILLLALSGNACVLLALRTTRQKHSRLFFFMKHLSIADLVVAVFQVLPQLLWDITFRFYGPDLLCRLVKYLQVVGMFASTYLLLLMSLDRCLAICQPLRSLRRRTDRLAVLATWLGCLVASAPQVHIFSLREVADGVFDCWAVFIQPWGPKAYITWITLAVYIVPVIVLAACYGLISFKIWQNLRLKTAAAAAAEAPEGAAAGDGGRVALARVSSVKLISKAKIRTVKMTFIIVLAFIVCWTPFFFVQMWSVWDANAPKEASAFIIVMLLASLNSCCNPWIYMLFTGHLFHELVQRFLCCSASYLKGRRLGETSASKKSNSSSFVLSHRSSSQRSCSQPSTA
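Assay system: CHO cell line stably expressing human OTR | Also added: Oxytocin at about EC15, sub-maximal agonist stimulus | Times: Compound 6 min at room temperature before oxytocin, 100 s read | Measured by: Fluo-8 intracellular calcium fluorescence, ex 470-495, em 515-575 nm | Controls: EC15 oxytocin alone as 0%, 75 nM oxytocin as 100%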
CHO-K1 Ca antag – nonselective inhibitor or artifact in parental CHO-K1 cells; ATP-induced calcium, Fluo-8 fluorescence; inhibition, % at 3 µM; 360,000 compounds, 0.6% hits; AID 602250;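 active means inhibition above a per-plate cutoff, the plate's mean sample inhibition plus 3 SD, cut at about 24% in these data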;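 further: 0% = DMSO plus EC80 ATP and 100% = DMSO alone without ATP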
M1 ag parental – M1 agonist counterscreen hit in parental CHO-K1 cells; 360,000 compounds, 0.48% hits; Fluo-8 calcium fluorescence; scaled to maximal ATP response, vehicle zero; activation, % at 3 µM; in the data active means activation above about 15%;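 further: untransfected CHO-K1 host cells lacking M1 receptor as counterscreen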
M1 ag – activates human CHRM1 receptor. activation, % at 3 µM. 360,000 compounds, 0.33% hits. CHO-K1 hM1, Fluo-8 calcium fluorescence, agonist mode; 0% DMSO, 100% acetylcholine EC100;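 active means activation above the run's mean compound activation plus 3 SD, cut at about 16% in these data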;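 further: peak over basal fluorescence ratio within a 140 s kinetic read after compound addition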
CHRM4 agonist – agonists of human muscarinic M4 receptor (CHRM4); AID 624127; 360,000 compounds, 0.14% hits; activation, % at 3 µM; P08173; CHO-K1 hM4/Gqi5, Fluo-8 calcium fluorescence; vehicle 0%, full acetylcholine response 100%;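 active means activation above the run mean over all test wells plus 3 SD, cut at about 32% in these data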;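 further: peak over basal fluorescence ratio per well then scaled between controls; 0% = DMSO wells and 100% = acetylcholine at EC100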
Target sequence (P08173 whole entry, looked up): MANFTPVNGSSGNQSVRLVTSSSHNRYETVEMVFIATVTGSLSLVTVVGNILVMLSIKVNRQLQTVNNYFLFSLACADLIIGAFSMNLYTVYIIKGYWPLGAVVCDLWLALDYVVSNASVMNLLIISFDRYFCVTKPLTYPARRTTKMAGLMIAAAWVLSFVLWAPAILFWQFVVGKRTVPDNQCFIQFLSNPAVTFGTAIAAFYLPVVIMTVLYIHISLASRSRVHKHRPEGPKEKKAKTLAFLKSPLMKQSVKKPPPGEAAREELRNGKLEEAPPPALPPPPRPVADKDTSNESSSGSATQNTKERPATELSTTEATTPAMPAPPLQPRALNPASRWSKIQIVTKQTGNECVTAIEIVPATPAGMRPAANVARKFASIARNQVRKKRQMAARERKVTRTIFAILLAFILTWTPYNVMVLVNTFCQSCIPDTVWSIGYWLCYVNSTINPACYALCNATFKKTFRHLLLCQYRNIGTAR
M4 antag – blocks acetylcholine activation of human M4 receptor; P08173; 360,000 compounds, 0.73% hits; AID 624125; inhibition, % at 3 µM; CHO-hM4 cells, ACh EC80, Fluo-8 calcium fluorescence;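 active means inhibition above its plate's cutoff, the mean inhibition of sample wells plus 3 SD, cut at about 27% in these data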;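 further: 0% = acetylcholine EC80 with DMSO and 100% = DMSO without agonist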
Starred values were filed as active, the others as inactive; . = not tested or not shown.

SMILES	M1 antag	CHO parental Ca	M1 PAM	OXTR potentiator	CHO-K1 Ca antag	M1 ag parental	M1 ag	CHRM4 agonist	M4 antag
Cc1ccc(C2(c3ccc(C)cc3)CC2C(=O)NC(C)C)cc1 (stereo not given)	-18.1	.	14.2	.	-18.3	0.2	2.5	-1.1	-16.7
CCOc1ccc(S(=O)(=O)n2nc(C)cc2C)cc1	-9.3	-7.7	0.4	-0.5	-7.1	2.6	-7.8	0.1	-1.4
Cc1cc(C(C)(C)C)cc(C)c1C(=O)O	-10.0	0.3	6.9	-0.5	-7.5	0.4	-3.8	0.1	-2.4
Cc1ccc(CNC(=O)Nc2ccccc2)cc1	-21.9	-2.4	0.1	-16.9	0.6	0.3	-5.1	0.7	1.0
N#CCCCC1(CCCC#N)OCCO1	-11.6	.	5.7	.	-8.5	0.2	-2.1	0.2	10.9
COCC1CCN(C(=O)c2cc(COc3ccc(-n4cncn4)cc3)on2)C1 (stereo not given)	-6.0	-8.9	5.9	-7.4	-6.4	1.0	-3.1	1.9	-0.7
Cc1nccn1-c1ccc(C(F)(F)F)cc1[N+](=O)[O-]	-5.3	-7.0	11.2	-2.7	-15.8	0.7	-8.2	0.3	-1.7
Cc1ccc(-c2nn(C)c(=O)c3ccccc23)cc1CNS(C)(=O)=O	-7.4	-17.4	5.9	-8.0	-8.5	0.7	0.6	2.3	-5.8
O=C(Cc1n[nH]c(=O)c2ccccc12)OCC(=O)N(Cc1ccccc1)Cc1ccccc1	5.5	-9.9	-3.1	-8.0	-10.6	4.5	-3.1	10.1	-5.1
CCN(CC(=O)Nc1ccccc1C(F)(F)F)C(=O)CN1C(=O)NC(C)(c2ccc3ccccc3c2)C1=O (stereo not given)	-8.4	.	8.1	.	-16.8	4.3	-0.8	5.8	-7.8
CC[N+](C)(CC)CC(=O)OCC1C(C)C=C(C)CC1C (stereo not given)	32.3	-3.9	-20.0	3.4	-7.9	0.7	-7.7	0.6	15.2
CN(CC(=O)Nc1ccc(F)c(F)c1F)C(=O)C1CSC2(C)CCC(=O)N12 (stereo not given)	-0.8	-18.7	3.0	-10.3	-7.2	0.5	-3.8	0.9	-0.3
O=C(O)CSc1nnc(Cn2cnc3ccccc32)n1CCc1ccccc1	15.5	-1.0	-2.8	-16.5	7.0	0.1	-3.3	0.1	10.5
COc1cccc(S(=O)(=O)N2CCN(Cc3ccc4c(c3)OCO4)CC2)c1	-2.1	-4.6	2.3	-1.0	-1.7	1.2	-5.2	1.2	-4.3
CC1Cc2cc(S(=O)(=O)N3CCC(C(=O)N(C)Cc4ccco4)CC3)ccc2N1C(=O)C1CCC1 (stereo not given)	-5.4	-12.6	12.8	-18.3	-10.0	4.3	-2.8	4.7	2.9
COC(=O)C1CN(S(=O)(=O)c2ccc(C)cc2)CCN1S(=O)(=O)c1ccc(C)cc1 (stereo not given)	-7.8	-21.6	5.0	-4.3	-5.3	-0.2	-2.7	0.4	-0.6
Cc1[nH]cnc1C(=O)N/N=C/c1c(Cl)cccc1Cl	-0.1	-7.8	2.6	-11.9	-7.2	1.0	-0.6	0.7	4.6
CSc1ncccc1C(=O)OCc1ccc(Br)cc1	-4.0	-1.0	0.2	-14.7	-12.5	0.9	-6.9	3.5	-6.5
O=C(O)c1cccc(NS(=O)(=O)c2ccc3c(c2)C(=O)c2ccccc2C3=O)c1	-18.4	-10.8	14.5	-2.7	-7.4	-0.3	-1.8	-0.4	1.4
COc1ccccc1-c1cc(C(=O)N2CCCCC2)no1	-6.6	-15.1	2.0	-0.8	-0.9	-0.3	-5.7	-0.4	-3.7
CC(=O)Nc1ccc(NC(=O)c2ccc(S(=O)(=O)N(C)c3ccccc3)cc2)cc1	23.2	-13.2	-4.9	-6.5	-7.8	6.2	-1.0	19.0	7.1
Clc1cccc(Sc2ccc(-c3ccccn3)s2)c1	-19.3	-0.4	8.7	-5.4	-8.1	0.1	-4.1	0.2	-3.3
Cc1ccc(C(=O)NC(=S)Nc2cccnc2Cl)cc1	-10.1	-13.6	7.3	-10.6	-4.6	10.2	-7.6	2.3	-1.3
COC(=O)[C@@H](Cc1ccc(O)cc1)NC(=O)[C@H]1CCC(=O)N1C(=O)OCc1ccccc1	-6.9	-15.3	7.9	-1.7	6.2	-0.3	-1.8	1.3	-18.7
COc1ccc(NC(=O)c2cc(-c3ccccc3Cl)on2)cc1OC	1.1	-25.1	-0.7	-9.6	11.2	0.7	-2.5	7.9	7.9
Additional entries follow:
SMILES	M1 antag	CHO parental Ca	M1 PAM	OXTR potentiator	CHO-K1 Ca antag	M1 ag parental	M1 ag	CHRM4 agonist	M4 antag
Cc1cc(NC(=O)CCCn2nc([N+](=O)[O-])cc2C)no1	-17.0	-2.4	6.9	3.2	-10.1	0.3	-1.4	-0.2	6.3
O=C(C[n+]1cccc(O)c1)Nc1ccc(Br)cc1	-5.6	-3.3	10.3	-3.3	-17.4	0.9	-10.8	0.6	4.1
O=C(NNS(=O)(=O)c1ccccc1)Nc1ccc(F)cc1	-7.9	-5.8	7.2	-3.9	-14.6	1.4	-4.1	3.2	-11.2
CC(C)(C)NC(=O)C1CCN(S(=O)(=O)c2cccc(C(F)(F)F)c2)CC1	3.8	-2.4	3.1	-0.9	-7.4	0.7	-3.9	2.7	4.9
Cc1nnsc1-c1nc2ccccc2[nH]1	-8.1	2.5	6.5	-7.2	-2.8	1.0	-4.5	1.2	0.0
Cc1ccc(Cl)c(OCC(=O)Nc2cc(S(=O)(=O)N3CCOCC3)ccc2N2CCCC2)c1	5.1	-9.1	-1.0	-8.2	8.3	1.4	-3.8	11.2	-5.1
Cc1cc(C)cc(N(CCC#N)C(=O)COC(=O)C2CCN(S(=O)(=O)c3ccc(C)c(C)c3)CC2)c1	-1.9	-12.5	0.1	-13.8	-4.8	0.5	-3.4	4.7	-2.4
Cc1csc2c(=O)sc(NC(=O)c3ccc(F)cc3Cl)nc12	-9.5	-2.1	13.5	-11.8	-0.3	3.4	-1.0	1.1	-2.4
COc1ccc(C(CCN(Cc2ccc(OC)c(OC)c2)C(C)=O)C(C)C)cc1 (stereo not given)	11.4	.	-3.4	.	-6.9	2.5	-1.1	4.8	3.0
CCSc1nnc(CCNC(=O)OC(C)(C)C)o1	2.9	-9.8	3.6	-4.2	-1.3	0.4	-4.1	0.1	2.6
CC1(c2nnc(-c3cccc(Cl)c3)o2)CC(c2cccc(Cl)c2)=NO1 (stereo not given)	10.4	-16.6	-1.0	-15.7	-1.8	-0.3	-2.5	1.5	2.9
O=C(Nc1ccc2c(c1)OCO2)c1ccc2c(c1)S(=O)(=O)c1ccccc1C2=O	-11.5	-8.1	12.0	-9.0	-11.4	1.2	-1.3	1.9	-2.3
CC1CCCCC1NC(=O)c1cccc(NC2=NC3CS(=O)(=O)CC3S2)c1 (stereo not given)	-7.2	2.9	1.4	-3.3	-8.1	0.5	-2.2	-0.1	-17.8
CCOc1ccccc1NC(=O)N1C2CCCC1CC(NC(=O)C1CC1)C2 (stereo not given)	-9.5	-19.1	5.1	-7.6	-8.0	0.6	-2.2	0.3	0.1
C#Cc1ccc([C@@H]2C=C(C(=O)N3CCOCC3)O[C@H](OCc3ccc(CO)cc3)C2)cc1	21.9	-16.5	-10.0	-2.0	2.4	1.0	-2.6	1.9	6.3
CC(=O)c1ccc(-c2c(CCO)sc3ccccc23)cc1	.	.	.	.	-19.5	4.0	.	4.9	-2.9
COc1cc(CN2CCCC(N3CCN(c4ccccc4C)CC3)C2)ccc1O (stereo not given)	-16.8	-17.8	3.1	-15.0	-14.6	0.3	-6.0	1.8	-8.6
CC(=O)Nc1ccc(-c2nnn(CC(=O)c3ccccc3)n2)cc1Cl	-4.8	-4.1	1.8	-9.8	3.6	0.5	-3.6	1.7	0.1
COc1ccc(CNC(=O)C2CC(=O)N(C3CCCCC3)C2)cc1 (stereo not given)	-19.7	-6.7	11.3	-0.3	-17.4	1.4	-3.0	0.4	-5.7
COc1cc(CCC(=O)OCC(=O)Nc2c(F)cccc2F)cc(OC)c1OC	-13.9	-11.0	3.4	-10.3	-14.6	1.4	-1.9	2.9	-8.8
COC(=O)C1=C(N)OC2=C(C(=O)CC(C)(C)C2)C1c1ccccc1OCC#N (stereo not given)	-14.9	-1.9	7.7	-8.6	-13.5	0.0	-6.7	0.6	-1.2
CCCCN(C1CCS(=O)(=O)C1)S(=O)(=O)c1cc(C)ccc1C (stereo not given)	-1.4	-2.2	4.9	-2.1	2.9	-0.3	-5.4	-0.2	-3.5
Cc1ccc(-n2ncc3c(=O)[nH]c(SCC(=O)N4CCOCC4)nc32)cc1	0.7	-5.4	1.0	-6.2	4.7	0.1	-3.3	-0.3	5.9
CCc1ccc(Nc2n[n+](-c3ccccc3)c(-c3ccc(OCc4ccccc4)cc3)s2)cc1	4.7	3.1	-0.4	-8.6	-9.6	0.2	-6.1	9.9	-1.2
COc1ccc(CCN(C)C(=O)COC(=O)/C=C/c2ccc(C)o2)cc1OC	-15.4	.	10.1	.	-5.3	1.7	-1.9	0.9	-10.2
The list continues.
SMILES	M1 antag	CHO parental Ca	M1 PAM	OXTR potentiator	CHO-K1 Ca antag	M1 ag parental	M1 ag	CHRM4 agonist	M4 antag
O=CN(CCN(C=O)CN1CCCCC1)CN1CCCCC1	-2.1	6.0	3.0	-9.3	12.2	-0.1	1.2	0.0	0.1
CC(C)(C)OC(=O)NCCCC[C@H](NC(=O)c1[nH]cnc1C(=O)Nc1ccc(Cl)cc1)C(=O)OC(C)(C)C	-1.9	-29.0	2.2	-14.8	10.3	-0.2	-2.0	0.9	-26.0
c1ccc(COc2ccc(CN3CCN(c4ccccn4)CC3)cc2)cc1	32.5*	-23.6	-21.8	-14.8	16.9	-0.2	-5.8	0.0	9.0
Cc1oc(-c2ccccc2)nc1C(=O)OCC(=O)NC(C)c1ccccc1 (stereo not given)	-7.7	-17.5	6.5	0.3	-16.4	0.0	-6.2	2.1	-7.0
COC(CNC(=O)c1cn(C)c2ccc(S(=O)(=O)N(C)C3CCCCC3)cc2c1=O)OC	0.8	-29.6	0.8	-5.7	5.7	2.1	-3.9	1.2	1.1
Cc1ccc(C(=O)N/C(=C\c2cn(C)c3ccccc23)C(=O)NCCCn2ccnc2)cc1	-4.6	-15.1	5.0	-1.6	-6.7	0.6	-3.5	0.1	-0.2
CCOC(=O)c1c(NC(=O)CC2Nc3cc(C)c(C)cc3NC2=O)sc(C)c1C (stereo not given)	-8.6	-4.9	3.2	-0.2	-17.7	1.2	-5.6	0.3	1.2
COc1ccc(OC)c(NC(=O)NC2CCCCCCC2)c1	16.7	.	-4.2	.	-1.4	-0.2	-4.0	-0.7	2.2
O=C(CN1C(=O)NC2(CCCCCCC2)C1=O)Nc1ccc(Br)cc1	-16.9	-13.3	17.2	-9.1	-2.1	-0.5	-0.4	1.5	-8.1

Marked active in M1 antag, among the entries above:
Compound | M1 antag | M1 PAM | OXTR potentiator | CHRM4 agonist | M4 antag
c1ccc(COc2ccc(CN3CCN(c4ccccn4)CC3)cc2)cc1 | 32.5* | -21.8 | -14.8 | 0.0 | 9.0

Assay outcomes as filed in PubChem.
